# PhoP inhibition = PhoP-dependent GFP reporter repression – Salmonella Typhimurium, primary screen (AID 1863). hit rate 0.16% among 300,000. S. Typhimurium PhoP-regulated promoter GFP reporter, 4 h; higher % means a stronger effect. inhibition, % at 50 µM; hits with a dose series show IC50 in µM;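 active = inhibition over 29.93%, a cutoff 3 SD above the screen mean, later confirmed by dose response; inconclusive = inhibition over 29.93% but no dose response follow-up; inactive = inhibition at most 29.93% or unconfirmed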;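 also: 0% = low Mg2+ inducing control and 100% = high Mg2+ repressing control; strong numbers were not always called active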
# b-catenin transl = alters nuclear translocation of beta-catenin in HeLa cells; nuclear translocation activity, % at 5 µM; hit rate 0.3% among 190,000; immunofluorescence imaging;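 active = nuclear translocation activity above 50% at 5 µM, with a well cell count of 50 or more; inconclusive = wells under 50 cells across six images, flagged as toxic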;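 also: per-cell ratio of nuclear to cytoplasmic median beta-catenin stain intensity; plate controls were DMSO negative control for no effect and GSK-3 inhibitor IX positive control for full effect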
#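 Technique: fluorescence imaging of beta-catenin antibody stain plus DAPI / Material: human HeLa cell line / Incubation: compound treatment 24 h, 37°C, 5% CO2 / Read-out basis: % activation of per-cell nuclear versus cytoplasmic median beta-catenin signal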
# Myeloid diff 2 = compounds promoting myeloid differentiation. ER-HoxA9 myeloid progenitors, lysozyme-GFP differentiation, flow cytometry. calls only at 10 µM. hit rate 1% among 360,000;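 active = normalized GFP-positive differentiation at or above the plate's own cutoff, the solvent-only control mean plus 3 SD; inconclusive = no clear call, values can overlap the other calls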;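 also: cells exposed to compound for four days before flow analysis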
# T cell modulator = modulates CD8 T cell binding to vesicles | 2C CD8+ T cell-vesicle binding, flow cytometry; active compounds read low | calls only at 7 µM | hit rate 0.068% among 330,000 | AID 2052;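 active = response, share of CD8 T cells binding vesicles, and their 90th percentile fluorescence all below set limits, cut at about 80% in these data, passing the limit was not always enough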
#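 Benchmarks: naked versus QL9-loaded vesicles / Assay system: purified 2C TCR transgenic mouse naive CD8+ T cells / Technique: high-throughput flow cytometry with anti-B7-1 and anti-CD8 staining / Timing: Cell–vesicle co-incubation 1.5 h at 37 °C, staining 20 min on ice / Read-out: percent CD8+ FL2 mean versus row control / Probe or stimulus: QL9-loaded Drosophila micro-vesicles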
# WT yeast gro inh = growth inhibition of WT yeast, mitochondrial fusion screen | mitochondrial fusion phenotypic screen, WT strain | inhibition, % at 10 µM | hit rate 2.1% among 190,000; in the data active = inhibition above about 58%; tested in S. cerevisiae
# MgcRacGAP inhibition = MgcRacGAP GTPase-activating activity inhibitors, confirmation, biochemical, ADP Hunter fluorescence | MgcRacGAP-stimulated Rac1 GTP hydrolysis, ADP Hunter fluorescence; higher % means a stronger effect; GST-tagged Rac1 F28L mutant substrate | inhibition, % at 30 µM; hits with a dose series show IC50 in µM | hit rate 0.6% among 340,000;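 active = first-screen hits whose inhibition reached a set limit at any dose in the follow-up dose series; inconclusive = inhibition above the set first-screen limit but never retested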;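 also: fluorescence reports GDP produced by GAP-driven GTP hydrolysis; strong numbers were not always called active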
# Large T inhibition = SV40 large T antigen inhibitors, biochemical (AID 1903) | SV40 large T antigen ATPase/helicase inhibition assay; higher % means a stronger effect | one-dose inhibition, % at 20 µM; IC50 in µM for titrated hits | hit rate 0.39% among 310,000; in the data active = a potency from the dose series; inconclusive = inhibition mostly from about 32% at the one dose, without a potency; inactive = the rest, 99 in 100 with inhibition below about 32%; also: strong numbers were not always called active
# RSV antiviral HEp-2 = inhibition of RSV-induced cytopathic effect – HEp-2 cells, primary 10 µM value included (AID 2391); HEp-2 cells, RSV-induced CPE inhibition; higher % means a stronger effect; hit rate 0.13% among 310,000; one-dose CPE inhibition, % at 10 µM; IC50 in µM for titrated hits; in the data active = a potency from the dose series; inconclusive = CPE inhibition mostly from about 23% at the one dose, without a potency; inactive = the rest, 99 in 100 with CPE inhibition below about 21%; also: strong numbers were not always called active
# West Nile antiviral = West Nile virus antiviral activity, cell-based, CPE readout (AID 1621) | West Nile virus-infected cells, CPE inhibition; higher % means a stronger effect | CPE inhibition, % at 10 µM, or IC50 in µM where a hit was titrated | hit rate 0.02% among 290,000; in the data active = a potency from the dose series; inconclusive = CPE inhibition mostly from about 3.7% at the one dose, without a potency; inactive = the rest, 99 in 100 with CPE inhibition below about 2.2%; also: strong numbers were not always called active
# WT yeast gro inh mutant strain = further read-out of WT yeast gro inh, marked with its call; inhibition, %; mitochondrial fusion phenotypic screen, mutant strain inhibition
# b-catenin transl cell count 5 µM = further read-out of b-catenin transl, marked with its call; cell count; measured here: cell count, cytotoxicity flag
# T cell modulator vesicle-bound % = further read-out of T cell modulator, marked with its call; double positive events, %; measured here: CD8+ vesicle-bound cell fraction;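 binding gate set so that unloaded-vesicle control wells show 10% double positive cells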
# Myeloid diff 2 GFP+ MAC1+ % = further read-out of Myeloid diff 2, marked with its call; GFP+ MAC1+ double positive, %; measured here: differentiation confirmed by MAC1 staining
# * marks the source's active call; other numbers are inactive results; i = inactive; ? = inconclusive; nt = no result given; + = active, no number.
SMILES,T cell modulator vesicle-bound %,Myeloid diff 2 GFP+ MAC1+ %,WT yeast gro inh,PhoP inhibition,WT yeast gro inh mutant strain,West Nile antiviral,b-catenin transl cell count 5 µM,b-catenin transl,T cell modulator,MgcRacGAP inhibition,Large T inhibition,RSV antiviral HEp-2,Myeloid diff 2
C/C(=C1/SC(N2CCOCC2)=NC1=O)c1ccc(Cl)cc1,11.1,8.1,15.2,-0.7%,6.5,-0.4%,879,-2.2,i,-6.4%,5.1%,-0.2%,i
O=C(CCCn1cnc2ccccc2c1=O)Nc1ccccc1F,65.3,0.4,nt,4.2%,nt,-0.1%,nt,nt,i,2.1%,2.1%,2.4%,i
Cc1ccc(C(=O)C2CCN(CC(=O)NCc3ccc(F)cc3)CC2)cc1,16.0,0.1,nt,4.5%,nt,-1.1%,nt,nt,i,4.0%,-4.3%,3.8%,i
Cn1c(=O)c2ncn(CC(=O)NCCOc3ccccc3)c2n(C)c1=O,56.3,2.4,-4.6,-13.9%,3.1,-0.3%,nt,nt,i,4.5%,4.0%,2.6%,i
CCOc1cc(Cl)c(CNCCCN2CCOCC2)cc1OC,37.1,0.6,nt,-3.3%,nt,-1.3%,nt,nt,i,15.3%,7.0%,-0.3%,i
COC(C(=O)Nc1ccnn1C1CCN(Cc2ccccn2)CC1)c1ccccc1 (centres undefined),13.7,0.2,nt,-2.3%,nt,-0.1%,nt,nt,i,4.0%,7.9%,0.7%,i
O=C(NC1CCCC1)C(c1ccccn1)N(Cc1ccccc1F)C(=O)c1csnn1 (centres undefined),42.9,0.4,nt,5.8%,nt,-0.5%,nt,nt,i,3.8%,6.0%,0.5%,i
Cc1cc(O)c(NC(=O)c2cc([N+](=O)[O-])ccc2Cl)cc1C,7.6,0.4,1.5,6.0%,-4.3,0.1%,951,0.2,i,6.8%,17.2%,38.1%,i
Cc1cc(C)nc(Sc2ccc([N+](=O)[O-])cc2[N+](=O)[O-])n1,14.8,0.4,-2.9,-7.6%,-11.3,?,1366,-0.3,i,2.6%,-4.0%,0.9%,i
Cc1ccc(S(=O)(=O)NC(C(=O)OCC(=O)NC(=O)c2cccn2C)C(C)C)cc1 (centres undefined),19.1,0.6,-0.8,0.5%,-6.9,0.5%,1006,-6.7,i,2.7%,-0.9%,0.7%,i
O=C(N/N=C/c1cc([N+](=O)[O-])ccc1O)c1cc(-c2ccccc2)nc2ccccc12,47.4,nt,5.0,11.4%,7.8,?,1038,-1.9,i,5.6%,-30.7%,3.0%,?
CN(C)CC(C)(C)CNC(=O)c1cc(=O)c2ccccc2o1,52.8,1.7,17.7,0.4%,17.4,0.9%,921,7.7,i,-8.7%,13.4%,-0.8%,i

# Eight entries from above, arranged by length of the SMILES, high to low.
SMILES,T cell modulator vesicle-bound %,Myeloid diff 2 GFP+ MAC1+ %,WT yeast gro inh,PhoP inhibition,WT yeast gro inh mutant strain,West Nile antiviral,b-catenin transl cell count 5 µM,b-catenin transl,T cell modulator,MgcRacGAP inhibition,Large T inhibition,RSV antiviral HEp-2,Myeloid diff 2
O=C(N/N=C/c1cc([N+](=O)[O-])ccc1O)c1cc(-c2ccccc2)nc2ccccc12,47.4,nt,5.0,11.4%,7.8,?,1038,-1.9,i,5.6%,-30.7%,3.0%,?
Cc1ccc(S(=O)(=O)NC(C(=O)OCC(=O)NC(=O)c2cccn2C)C(C)C)cc1 (centres undefined),19.1,0.6,-0.8,0.5%,-6.9,0.5%,1006,-6.7,i,2.7%,-0.9%,0.7%,i
Cc1cc(C)nc(Sc2ccc([N+](=O)[O-])cc2[N+](=O)[O-])n1,14.8,0.4,-2.9,-7.6%,-11.3,?,1366,-0.3,i,2.6%,-4.0%,0.9%,i
Cc1ccc(C(=O)C2CCN(CC(=O)NCc3ccc(F)cc3)CC2)cc1,16.0,0.1,nt,4.5%,nt,-1.1%,nt,nt,i,4.0%,-4.3%,3.8%,i
C/C(=C1/SC(N2CCOCC2)=NC1=O)c1ccc(Cl)cc1,11.1,8.1,15.2,-0.7%,6.5,-0.4%,879,-2.2,i,-6.4%,5.1%,-0.2%,i
CN(C)CC(C)(C)CNC(=O)c1cc(=O)c2ccccc2o1,52.8,1.7,17.7,0.4%,17.4,0.9%,921,7.7,i,-8.7%,13.4%,-0.8%,i
O=C(CCCn1cnc2ccccc2c1=O)Nc1ccccc1F,65.3,0.4,nt,4.2%,nt,-0.1%,nt,nt,i,2.1%,2.1%,2.4%,i
CCOc1cc(Cl)c(CNCCCN2CCOCC2)cc1OC,37.1,0.6,nt,-3.3%,nt,-1.3%,nt,nt,i,15.3%,7.0%,-0.3%,i

# Continued:
SMILES,T cell modulator vesicle-bound %,Myeloid diff 2 GFP+ MAC1+ %,WT yeast gro inh,PhoP inhibition,WT yeast gro inh mutant strain,West Nile antiviral,b-catenin transl cell count 5 µM,b-catenin transl,T cell modulator,MgcRacGAP inhibition,Large T inhibition,RSV antiviral HEp-2,Myeloid diff 2
COc1ccc(C2CC(C)(c3ccc(OC)cc3)Nc3ccccc3N2)cc1 (centres undefined),21.5,0.5,nt,-3.5%,nt,-0.1%,1260,-0.1,i,23.2%,14.3%,nt,i
Cc1ccc(-c2nnc(N3CCCCC3)c3ccccc23)cc1S(=O)(=O)NCC1CCCO1 (centres undefined),21.5,9.8,-9.2,15.9%,22.3,0.5%,1119,0.4,i,5.7%,8.9%,0.8%,i
O=C(Nc1ccc2oc(=O)ccc2c1)c1cc2ccccc2o1,13.4,0.2,-13.2,-4.8%,-19.4,1.2%,985,4.4,i,11.9%,11.0%,0.6%,i
COc1cc2c(cc1OC)CN(C(=O)NS(=O)(=O)c1ccc(C)cc1)CC2,48.7,0.6,15.2,12.4%,0.1,0.4%,609,-1.5,i,2.9%,8.9%,1.6%,i
CCOc1ccc(Cl)cc1CNCCCSc1nc(C)cc(C)n1,33.1,0.3,nt,8.0%,nt,-1.0%,nt,nt,i,7.0%,2.3%,-2.5%,i
CC1SCC(=O)N(CC(=O)Nc2ccc3c(c2)OCO3)C1=O (centres undefined),65.2,0.3,-15.9,2.5%,-15.0,-0.4%,1180,-2.2,i,-1.2%,9.6%,0.3%,i
COc1c(Cl)cnn(-c2ccccc2)c1=O,10.7,0.7,-9.3,1.5%,1.9,-0.5%,1066,1.1,i,2.1%,21.6%,2.8%,i
COc1ccc(COc2cc(-c3cccc(OC)c3)nc3ccc(NC(=O)c4ccc(N(C)C)cc4)cc23)cc1,nt,nt,8.9,1.6%,-0.4,-0.8%,nt,nt,nt,2.1%,7.8%,2.5%,?
CC(=O)C1=C(O)C(=O)N(CCCCCC(=O)O)C1c1ccc(N(C)C)cc1 (centres undefined),59.1,0.6,17.8,-9.8%,28.1,1.2%,1028,0.4,i,9.0%,5.0%,2.9%,i
CC(C)Cc1cc(CN2CCC(CO)(Cc3cccc(C(F)(F)F)c3)CC2)[nH]n1,47.1,1.7,-1.3,-5.4%,8.4,-1.6%,1052,-0.8,i,5.0%,21.2%,1.9%,i
CC(=O)Nc1cc[n+](C(C)C(=O)c2ccccc2)cc1 (centres undefined),71.6,1.0,nt,-2.3%,nt,0.0%,nt,nt,i,7.5%,9.8%,0.8%,i
O=C(CC(=O)Nc1ccc(Cl)cc1)N/N=C\c1cccc(F)c1,22.5,1.0,nt,-0.1%,nt,0.2%,nt,nt,i,3.8%,9.9%,0.7%,i
CC(=O)Nc1cccc(OCCCNS(=O)(=O)c2ccc(F)cc2)c1,17.9,0.9,nt,-6.5%,nt,-1.0%,1175,-2.1,i,11.5%,4.4%,nt,i
CCc1ccccc1OCCCN1CCCC1,59.0,0.5,nt,7.2%,nt,-0.9%,nt,nt,i,31.5%,22.5%,-1.1%,i
O=C(COc1ccccc1[N+](=O)[O-])Nc1ccc2c(c1)CCC2,19.8,0.5,nt,nt,nt,nt,nt,nt,i,-0.3%,nt,3.1%,i
Cc1cc(Nc2ccccc2)nc(NCc2ccccc2)n1,23.4,1.8,64.3,19.9%,68.0,-1.6%,1057,-1.1,i,10.9%,-2.7%,17.6%,i
CCN(CC)CCC(=O)N1c2ccccc2Sc2ccc(Cl)cc21,24.7,1.1,nt,-0.5%,nt,nt,nt,nt,i,2.8%,11.9%,0.2%,i
c1ccc(NCc2nnc3n2CCCCC3)cc1,36.8,6.0,16.5,5.7%,0.3,0.1%,910,-2.7,i,3.0%,2.1%,1.3%,i
CC(=O)N1c2ccc(S(=O)(=O)N(C)c3cc(C)ccc3C)cc2CC1C (centres undefined),24.2,0.3,nt,8.1%,nt,-0.6%,nt,nt,i,9.9%,7.4%,20.1%,i
CN(Cc1ccccc1)Cc1nc2c([nH]1)c(=O)n(C)c(=O)n2C,21.3,1.9*,-7.6,2.4%,-4.1,-1.1%,1218,-1.4,i,-5.9%,-4.8%,1.9%,+
C/C(=C\c1ccccc1)CN1CCN(C)CC1,57.0,0.3,nt,10.4%,nt,-0.8%,nt,nt,i,31.6%,9.6%,0.7%,i
CCOC(=O)c1c(NC(=O)c2ccc(S(=O)(=O)N3CCOCC3)cc2)sc2c1CCN(C)C2,nt,8.8,0.6,-11.0%,5.6,?,1401,-1.4,nt,4.3%,0.0%,-3.0%,i
COCCN1CCN(C(=O)C2CCC(=O)N(Cc3cccc(C(F)(F)F)c3)C2)CC1 (centres undefined),63.4,0.8,nt,3.2%,nt,0.3%,nt,nt,i,6.2%,6.8%,1.0%,i
COC(=O)Cc1cc(OC)c(OC)cc1Cc1cc(OC)c(OC)cc1CC(=O)OC,19.1,8.6,-8.6,5.9%,-5.9,1.2%,1099,-1.5,i,-3.9%,7.3%,0.2%,i
